ERK AVP inh: blocks ERK signaling stimulated by vasopressin. Potency, µM (top dose mostly 57.5 µM), inactives show top-dose activity, negative = inhibition, hits mostly inhibitors. HEK293-V1b, vasopressin-stimulated pERK AlphaScreen. actives 0.99% (n = 72,000); note: potency is the fitted concentration of half-maximal effect; % is set by controls: 0 for no effect and ±100 for the full control effect; nearly all actives have a fitted effect of over 55% in size
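V1b-HEK293 cells; cpd 30 min 37C; 25 nM vasopressin 5 min; lyse 10 min; AlphaScreen beads 5 hr RT. Normalized to DMSO basal and 25 nM vasopressin; AC50 by Hill fit.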
Rhodamine autofl: rhodamine region autofluorescence; Rhodamine-region fluorescence, 547/598 nm, Tris buffer; active compounds read high; max dye-equivalent concentration, M; actives 0.05% (n = 59,000); in the data active = max dye-equivalent concentration above about 11 nM; inconclusive = between about 1.1 nM and that limit
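Compounds in 100 mM Tris buffer, pH 8.0, were incubated 15 min at room temperature, then read at 547 nm excitation and 598 nm emission. Fluorescence was normalized against a per-plate six-point rhodamine standard curve as dye-equivalent concentration.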
Pol III holo inh: inhibitors of bacterial DNA polymerase III holoenzyme; reconstituted DNA polymerase III holoenzyme replication, biochemical; Potency, µM (doses to about 57.1 µM), inactives show at the highest dose activity change, negative = inhibition; actives 0.25% (n = 71,000); AID 603; note: potency is the fitted concentration of half-maximal effect; % is set by controls: 0 for no effect and ±100 for the full control effect
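Reconstituted *E. coli* holoenzyme (0.35 nM Pol III, 1 nM beta, 154 nM SSB, 2 nM primase) was preincubated with compound for 15 min at RT. Synthesis on 1.4 nM ssM13Gori ran 35 min, then was stopped with PicoGreen/EDTA and read as dsDNA fluorescence.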
HADH2 inh: blocks human hydroxyacyl-CoA dehydrogenase type II; recombinant HADH2, NADH fluorescence, beta-hydroxybutyryl-CoA; AID 886; Potency, µM (highest dose often 57.1 µM), for inactives: at the top dose activity change, negative = inhibition, usual class: inhibitors; actives 3.4% (n = 73,000); note: potency is the fitted concentration of half-maximal effect; % is set by controls: 0 for no effect and ±100 for the full control effect; nearly all actives have a fitted effect of over 60% in size; many of its hits are not listed in these tables
Target sequence (Q99714 whole entry, looked up, one chain of several): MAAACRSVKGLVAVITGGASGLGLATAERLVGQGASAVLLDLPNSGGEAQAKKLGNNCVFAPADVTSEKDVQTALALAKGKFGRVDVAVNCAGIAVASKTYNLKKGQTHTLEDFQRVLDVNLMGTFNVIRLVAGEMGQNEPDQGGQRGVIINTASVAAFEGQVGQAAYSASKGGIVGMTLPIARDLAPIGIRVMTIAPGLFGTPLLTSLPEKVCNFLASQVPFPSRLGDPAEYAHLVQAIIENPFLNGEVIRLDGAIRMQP
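Buffer 100 mM Tris-HCl pH 9.0/0.01% Tween-20; HADH2 20 nM; NAD+ 1 mM; beta-hydroxybutyryl-CoA 90 uM (all final). 15 min cpd preincubation, RT.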
HBB splicing: modulators of hemoglobin beta chain splicing. HBB splicing reporter cell assay, activation; EGFP reporter with mutant IVS2-654 intron; response scale: normalised to 500 nM splice-correcting PNA. Potency, µM (titrated, usually from 46.1 µM), inactives show at the top dose activation, usual class: activators. actives 0.06% (n = 65,000); note: potency is the fitted concentration of half-maximal effect; 0% is about no effect
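Compounds were applied for 2 days to HeLa EGFP-654 cells, 500/well in Optimem with 2% FCS. The reporter's EGFP is disrupted by mis-splicing of beta-globin intron IVS2-654. Readout: summed well GFP fluorescence from 488 nm laser scanning; reference was 500 nM antisense […] 654 PNA.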
CRE Fsk mod: CRE-bla signaling modulation under forskolin stimulation; Potency, µM (series often up to 38.2 µM), for inactives: at the top dose activity change, negative = inhibition, usual class: activators; CHO CRE-bla reporter (cAMP response element driving beta-lactamase), forskolin EC10, beta-lactamase ratio; actives 2.5% (n = 71,000); active = well fitted activation curve with a large enough effect in the signal ratio, with a control signal flat, not every such curve was filed as active; inconclusive = small, poorly fitted or top-dose-only effect, or effect the other way, or a change in a side signal; the % refers to the signal ratio; note: potency is the fitted concentration of half-maximal effect; % of control where 0% means no effect
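CRE-bla CHO reporter cells treated with compound titration plus EC10 NKH 477 (water-soluble forskolin), incubated 3 h at 37 °C; CCF4 loading 2 h at room temperature, 460/530 nm emission ratio read, AC50 values derived for positive or negative modulators.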
Tau filament bind: binds recombinant human tau filaments. P10636. recombinant tau filaments, thioflavin S fluorescence, 15 h; filaments grown with octadecylsulfate alongside compound. Potency, µM (highest dose often 57.1 µM), for the others: at the highest dose activity change, negative = inhibition. actives 2% (n = 71,000). AID 596;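 note: potency is the fitted concentration of half-maximal effect; % is set by controls: 0 for no effect and ±100 for the full control effect; actives lower thioflavin S fluorescence by blocking filaments or displacing dye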
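Quantitative HTS: thioflavine S signal from ODS-induced tau filaments, excited at 450 nm, emission 510 nm. Conditions: 1 uM tau, 30 uM ODS, 15 h at 37 C, pH 7.4.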
Hsp90 Hop PPI: changes Hsp90-Hop TPR2A binding signal, up or down; Potency, µM (highest dose often 57 µM), without a hit: at the top dose activity change, negative = inhibition; AlphaScreen TPR2A-His6 binding biotin-Hsp90 C-terminal peptide; actives 0.44% (n = 71,000); AID 595; active = well fitted curve in either direction with a large enough effect; inconclusive = small, poorly fitted or top-dose-only effect, or another doubt; note: potency is the fitted concentration of half-maximal effect; % is set by controls: 0 for no effect and ±100 for the full control effect; many of its hits are not listed in these tables
15-hLO inh: blocks human 15-lipoxygenase activity. P16050. purified 15hLO-1, xylenol orange hydroperoxide absorbance. Potency, µM (highest dose often 57.1 µM), for inactives: at the highest dose activity change, negative = inhibition, most hits filed as inhibitors. actives 1.4% (n = 74,000). AID 887; note: potency is the fitted concentration of half-maximal effect; % is set by controls: 0 for no effect and ±100 for the full control effect; nearly all actives have a fitted effect of over 55% in size
Target sequence (P16050 whole entry, looked up): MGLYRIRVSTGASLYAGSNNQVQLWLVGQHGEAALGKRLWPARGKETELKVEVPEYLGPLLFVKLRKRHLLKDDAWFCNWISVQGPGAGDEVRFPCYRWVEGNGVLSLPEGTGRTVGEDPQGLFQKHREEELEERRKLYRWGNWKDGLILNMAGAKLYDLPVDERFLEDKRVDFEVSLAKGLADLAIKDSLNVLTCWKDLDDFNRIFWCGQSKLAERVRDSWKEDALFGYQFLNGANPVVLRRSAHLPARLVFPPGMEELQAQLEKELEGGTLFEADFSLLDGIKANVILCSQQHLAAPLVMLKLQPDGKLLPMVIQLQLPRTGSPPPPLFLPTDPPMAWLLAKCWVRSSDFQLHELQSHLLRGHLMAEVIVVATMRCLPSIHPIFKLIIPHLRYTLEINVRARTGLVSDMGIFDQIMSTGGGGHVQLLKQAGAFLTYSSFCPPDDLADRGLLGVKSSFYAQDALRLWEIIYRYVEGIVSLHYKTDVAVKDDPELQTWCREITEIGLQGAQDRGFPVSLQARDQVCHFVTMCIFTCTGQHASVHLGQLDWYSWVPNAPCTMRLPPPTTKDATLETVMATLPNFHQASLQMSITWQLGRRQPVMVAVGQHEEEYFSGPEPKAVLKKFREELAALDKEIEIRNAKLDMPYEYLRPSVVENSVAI
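Inhibition is scored from a chromogenic endpoint. After 15 min enzyme-compound contact, arachidonic acid (50 uM final) reacts 6 min with 40 nM 15hLO-1 at room temperature, then Fe-XO reagent is added for 30 min and absorbance ratio recorded.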
Luciferase inh: blocks Photinus pyralis firefly luciferase activity; purified firefly luciferase, luminescence, 8 min; actives 2.2% (n = 72,000); Potency, µM (doses to about 57.1 µM), for the others: top-dose activity change, negative = inhibition, hits mostly inhibitors; P08659; AID 411; note: potency is the fitted concentration of half-maximal effect; % is set by controls: 0 for no effect and ±100 for the full control effect; nearly all actives have a fitted effect of over 40% in size
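Luminescence read-out after 8 min at room temperature; enzyme reaction used luciferin plus 10 uM ATP (linear range) in imidazole buffer pH 7.2 with KCl, MgCl2, Tween 20 and BSA. Each sample was run as a titration.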
Texas Red fluor: compounds fluorescent in Texas Red spectral region; Compound fluorescence, Texas Red channel, 547/618 nm; active compounds read high; max dye-equivalent concentration, M; actives 0.06% (n = 59,000); in the data active = max dye-equivalent concentration above about 10 nM; inconclusive = between about 1.1 nM and that limit
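qHTS profiling of intrinsic compound fluorescence; 100 mM Tris pH 8.0; 15 min RT; ex 547 / em 618 nm; response expressed as Texas Red dye-equivalent concentration from six-point plate standard.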
Numbers without * were called inactive; i = inactive; ? = inconclusive; / = no result given; [ ] = another dose, or the depositor's remark. Unless noted, calls come from the whole dose curve; as a rule, active = well fitted curve in the direction sought with a large enough effect; inconclusive = small, poorly fitted or top-dose-only effect, or another doubt; inactive = no such curve, though single readings can be large; an effect the other way counts as inactive or inconclusive. These rows are one share of the data; count on the stated rates, not on these rows.

No.	Molecule	ERK AVP inh	Rhodamine autofl	Pol III holo inh	HADH2 inh	HBB splicing	CRE Fsk mod
1	CCOc1ccccc1NC(=O)c1ccc(S(=O)(=O)N2CCOCC2)cc1	26.0%	i	-6.9%	11.2%	/	12.0%
2	COc1ccc(OC)c(C(c2nnnn2CC2CCCO2)N2CCN(C3CCCC3)CC2)c1 (stereo not given)	-2.4%	i	-2.2%	2.2%	-3.5%	-10.8%
3	COC(=O)C1=C2SC(C)C(=O)N2C(N)=C(C#N)C1c1cc(OC)c(OC)c(OC)c1 (stereo not given)	-0.7%	i	-11.3%	5.2%	-1.1%	?
4	Cc1ccc(Cl)c(OCC(O)CN(CCO)CCO)c1 (stereo not given)	16.9%	i	-2.2%	6.3%	-3.6%[57.5 µM]	2.4%
5	Cc1cccc(OCCNc2nc3c(c(=O)n(C)c(=O)n3C)n2C)c1	-12.1%	i	-1.8%	-0.6%	0.3%	9.4%
6	CC1=C(/C=C/C(C)=C/C=C/C(C)=C/C=O)C(C)(C)CCC1	7.4%	/	0.2%	-6.0%	-0.4%	?
7	O=C(Nc1ccc2oc(=O)c(C(=O)O)cc2c1)Oc1ccccc1	21.6%[11.5 µM]	i	-12.6%[11.4 µM]	-9.0%[11.4 µM]	0.5%[9.22 µM]	6.5%[7.6 µM]
8	Cc1ccc2nc3c(cc(C(=O)NCc4ccccc4)c(=N)n3CCCn3ccnc3)c(=O)n2c1	8.5%	i	-12.9%	25.1µM*	-0.2%	?
9	Cc1cnc(CNc2ccnc(-c3ccccc3C)n2)cn1	-14.7%	i	-5.4%	-3.7%	-0.4%	7.8%
10	CCc1ccccc1NC(=O)CN(C)C(=O)CN1C(=O)NC2(CCCCCC2)C1=O	21.6%	i	4.2%	13.4%	-0.1%[57.5 µM]	0.3%
11	O=C(c1ccc(C23CC4CC(CC(C4)C2)C3)o1)N1CCOCC1	-17.7%	i	-7.1%	19.3%	0.6%	?
12	CS(=O)(=O)N(CC(=O)N1CCN(c2cccc(Cl)c2)CC1)c1ccccc1	-15.7%	i	-2.6%	9.4%	-0.5%	-8.8%

No.	Tau filament bind	Hsp90 Hop PPI	15-hLO inh	Luciferase inh	Texas Red fluor
1	11.1%	4.6%	1.6%	2.8%	i
2	-4.5%	-4.7%	-0.6%	-33.0%	i
3	7.5%	-3.5%	1.1%	1.9%	?
4	-2.3%	-2.4%	6.9%	0.5%	i
5	-0.3%	-2.9%	1.5%	3.1%	i
6	5.01µM*	-10.4%	?	/	/
7	-0.5%[11.4 µM]	-4.5%[11 µM]	-5.8%[11.4 µM]	-0.4%[11.4 µM]	i
8	0.501µM*	?	17.2%	4.2%	i
9	-7.9%	-5.6%	8.5%	-1.8%[2.29 µM]	?
10	-6.1%	-4.2%	1.8%	0.7%	i
11	-2.4%	-8.9%	11.3%	-6.5%	i
12	0.7%	-2.0%	3.0%	1.1%	?

New compounds follow
No.	Molecule	ERK AVP inh	Rhodamine autofl	Pol III holo inh	HADH2 inh	HBB splicing	CRE Fsk mod
13	CCCn1nnc(NC(=O)COc2cc(C)ccc2C(C)C)n1	-21.7%	i	2.4%	1.3%	0.1%	-0.2%
14	O=C(NCCOc1nc(N2CCCCC2)nc(N2CCOCC2)n1)Nc1ccccc1	-14.2%	i	-1.6%	6.5%	-0.2%	?
15	Cn1c(=O)oc2cc(S(=O)(=O)NCc3ccncc3)ccc21	-10.8%	i	4.2%	-3.8%	-0.8%[57.5 µM]	1.9%
16	Cc1cc(C)nc(SCC(=O)Nc2ncc3c(n2)CC(C)(C)CC3=O)n1	-1.6%	i	6.9%	6.3%	0.0%[57.5 µM]	?
17	CCOC(=O)CNC(=O)c1cn(CC(C)C)c(=O)c2cc(OC)c(OC)cc12	-3.2%	i	-7.8%	7.0%	-2.8%	?
18	c1cncc(-c2nc3ccccc3o2)c1	0.6%	i	-2.0%	-13.4%	-3.2%	?
19	c1ccc2c(c1)c1c3n2CCNC3CCC1 (stereo not given)	23.0%	i	-2.3%	-5.9%	/	-9.8%
20	COc1ccc(C2CC(=O)C(C=NCCO)=C(O)C2)cc1OC (stereo not given)	-14.3%	/	0.6%	1.0%	1.0%	2.6%
21	Oc1ccc2oc3c(c2c1/C=N/n1cnnc1)CCCC3	-23.3%	/	-6.7%	-13.9%	-0.1%	-11.4%
22	COc1ccc(OC)c(-n2nnnc2SCC(=O)NCc2ccc3c(c2)OCO3)c1	-9.8%	i	-7.1%	-3.0%	/	?
23	O=C(CCCC(=O)n1cnc2ccccc21)n1cnc2ccccc21	2.7%	/	0.7%	2.0%	-0.7%[9.22 µM]	-6.3%
24	O=C(OCC(=O)N1CCN(C(=O)c2ccco2)CC1)c1cc(=O)c2ccccc2o1	-2.5%	i	-1.5%	11.8%	0.2%[57.5 µM]	-4.5%

No.	Tau filament bind	Hsp90 Hop PPI	15-hLO inh	Luciferase inh	Texas Red fluor
13	82.8%	5.6%	-7.1%	-0.7%	i
14	-7.6%	-6.2%	-22.9%	3.3%	i
15	-10.7%	-2.3%	6.4%	2.2%	?
16	12.7%	0.8%	-4.2%	1.3%	i
17	-0.5%	-5.2%	6.0%	-0.4%	?
18	4.4%	4.5%	6.5%	-3.1%	i
19	-4.2%	-1.2%	10.1%	1.8%	i
20	18.8%	-2.4%	0.2%	-0.2%	/
21	15.2%	-8.5%	4.4%	0.9%	/
22	-6.4%	-5.6%	4.6%	-1.9%	i
23	-1.9%	-2.2%	5.8%	3.0%	/
24	-2.8%	1.2%	16.7%	1.5%	i

Two of the compounds above, with two lines to a compound:
Values run as follows: ERK AVP inh, Rhodamine autofl, Pol III holo inh, HADH2 inh, HBB splicing, CRE Fsk mod, Tau filament bind, Hsp90 Hop PPI, 15-hLO inh, Luciferase inh, Texas Red fluor
16: Cc1cc(C)nc(SCC(=O)Nc2ncc3c(n2)CC(C)(C)CC3=O)n1
  -1.6%, i, 6.9%, 6.3%, 0.0%[57.5 µM], ?, 12.7%, 0.8%, -4.2%, 1.3%, i
17: CCOC(=O)CNC(=O)c1cn(CC(C)C)c(=O)c2cc(OC)c(OC)cc12
  -3.2%, i, -7.8%, 7.0%, -2.8%, ?, -0.5%, -5.2%, 6.0%, -0.4%, ?

(listing goes on)
No.	Molecule	ERK AVP inh	Rhodamine autofl	Pol III holo inh	HADH2 inh	HBB splicing	CRE Fsk mod
25	CN(C)C(CNS(=O)(=O)c1ccc(Br)cc1)c1cccnc1 (stereo not given)	6.2%	i	-9.5%	3.5%	-0.7%	-4.5%
26	CC(C)(C)NCC1(CO)SC(N)=NC1=O (stereo not given)	-11.8%	i	-4.9%	-1.4%	/	0.6%
27	CCOC(=O)C1=C(C)NC(=O)NC1c1cn(-c2ccccc2)nc1-c1cccs1 (stereo not given)	-23.8%	/	2.4%[11.4 µM]	-16.8%[11.4 µM]	0.3%[0.0738 µM]	?
28	CCn1cc(C(=O)NCc2ccco2)c(=O)c2cc(S(=O)(=O)N3CCCCCC3)ccc21	-11.8%	i	7.3%	-7.4%	1.4%[1.84 µM]	?
29	c1cncc(-c2nccc(NCc3cccs3)n2)c1	31.6µM*	i	-4.3%	?	-3.2%	2.51µM*
30	Cc1cc(C)nc(NC2=NCC(=O)N2c2ccc3c(c2)OCCO3)n1	-15.2%	i	-2.7%	3.0%	-0.3%	5.6%
31	Cc1ccc(C(=O)COC(=O)CNC(=O)c2ccco2)cc1	-4.2%	i	-1.9%	-8.5%	/	?
32	CCCOc1ccc(NC(=O)C2CCCNC2=O)cc1 (stereo not given)	1.6%	i	-2.6%	?	2.3%	-7.3%
33	CN1CCN(c2ccnc(-c3ccc(N(C)C)cc3)n2)CC1	-12.4%	i	-9.1%	-24.1%	-0.8%	?

No.	Tau filament bind	Hsp90 Hop PPI	15-hLO inh	Luciferase inh	Texas Red fluor
25	-0.3%	-0.8%	-1.3%	0.3%	i
26	2.9%	-0.6%	-0.6%	0.7%	i
27	-1.7%[11.4 µM]	-11.7%[11 µM]	-13.0%[11.4 µM]	0.3%	/
28	71.3%	-5.4%	-12.2%	0.0%	i
29	-9.8%	6.8%	?	-0.5%[2.29 µM]	i
30	0.5%	0.1%	3.6%	0.5%	i
31	7.4%	-2.0%	-2.1%	-1.8%	i
32	-4.1%	0.5%	-4.3%	-0.5%	i
33	15.6%	-4.0%	-5.9%	-1.4%[2.29 µM]	i

Screening results as filed in PubChem BioAssay.
